# KCNH2 3.1 block = qHTS for Inhibitors of KCHN2 3.1: Mutant qHTS | Potassium voltage-gated channel subfamily H member 2, brain isoform KCNH2 3.1 (human) | U2OS KCNH2 3.1, thallium flux FluxOr; hits give low values | activity change, % (tested at about 1.8 µM) | 0.95% of 340,000 active | AID 720553, 2013;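 active = maximum activity change below -70%; inconclusive = maximum activity change from -70% to -50%; inactive = maximum activity change above -50%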;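 also: thallium influx rate constant from kinetic fluorescence after stimulation buffer; % is scaled to controls: 0 for no effect and ±100 for the full control effect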
#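 We transduce U2OS cells with the mutant 3.1 virus, culture them overnight, load FluxOr with Red40 quencher for 45 min, then add stimulation buffer and read kinetically for 2 min to derive a normalized rate constant.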
# RORgamma inh = qHTS for inhibitors of ROR gamma transcriptional activity; Potency, µM (highest dose often 53.6 µM), without a hit: at the highest dose activity change, negative = inhibition, actives largely listed as inhibitors; Nuclear receptor ROR-gamma (Mus musculus), P51450; AID 2551, 2010; 5.4% of 310,000 active; Drosophila S2 Gal4-RORgamma UAS-luciferase reporter, 20 h; also: potency is read from the fitted curve at half-maximal effect; % is scaled to controls: 0 for no effect and ±100 for the full control effect; nearly all actives have a fitted effect of over 60% in size
#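 Drosophila Schneider cells stably carrying a metallothionein-driven Gal4 DBD–ROR gamma fusion and a UAS-Photinus luciferase reporter were exposed to compound for 1 hr, then induced with copper sulfate (700 uM final) for 20 hr at ambient temperature before luminescence reading.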
# Rab9 promoter act = qHTS Assay for Rab9 Promoter Activators; AID 485297, 2010; 2.8% of 320,000 active; Huh7 Rab9 promoter-luciferase reporter, luminescence, 24 h; Potency, µM (titrated, usually from 9.22 µM), for inactives: at the highest dose activation, negative = inhibition, most hits filed as activators; also: potency is read from the fitted curve at half-maximal effect; % of control where 0% means no effect; nearly all actives have a fitted effect of over 60% in size
#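 Quantitative HTS format; Huh7 Rab9-luciferase reporter cells (1500/well) receive compound 2 h post-plating, incubate 24 h at 37 °C, then get luciferase reagent for 10 min before luminescence reading.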
# NPC1 prom act = qHTS Assay for NPC1 Promoter Activators | 2.4% of 320,000 active | AID 485313, 2010 | Huh7 NPC1 promoter luciferase reporter, 24 h | Potency, µM (doses to about 9.22 µM), for the others: at the top dose activation, actives largely listed as activators;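 also: potency is read from the fitted curve at half-maximal effect; % of control where 0% means no effect; nearly all actives have a fitted effect of over 60% in size; reporter is driven by a mutant NPC1 promoter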
#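 Quantitative HTS used a cell-based reporter: Huh7 cells stably bearing the NPC1 promoter upstream of luciferase were treated with compounds for 24 h, and promoter activation was read as luminescence.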
# Mito fusion act = qHTS Assay for Small Molecule Inhibitors of Mitochondrial Division or Activators of Mitochondrial Fusion; Potency, µM (highest dose often 46.1 µM), inactives show at the highest dose growth rescue (activation), usual class: activators; S. cerevisiae fusion-defective mutant growth rescue, CellTiterGlo 48 h; AID 485298, 2010; 0.23% of 320,000 active;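 also: potency is read from the fitted curve at half-maximal effect; % of control where 0% means no effect; nearly all actives have a fitted effect of over 45% in size; temperature-sensitive fusion mutants such as fzo1-1 at 37 °C on non-fermentable ethanol glycerol medium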
#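 Yeast fusion mutant, YPEG (non-fermentable carbon), compound, 48 h at 37C non-permissive; CellTiterGlo added, 10 min RT, luminescence read. Rescued growth = division inhibition.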
# PKM2 activator = qHTS Assay for Activators of Human Muscle isoform 2 Pyruvate Kinase; Potency, µM (series often up to 57.5 µM), for inactives: at the top dose activation, actives largely listed as activators; Pyruvate kinase PKM (Homo sapiens), P14618; AID 1631, 2009; purified PKM2, Kinase-Glo ATP luminescence, activation; response scale: 0% is enzyme alone, no compound; 0.34% of 260,000 active; also: potency is read from the fitted curve at half-maximal effect; % is scaled to controls: 0 for no effect and ±100 for the full control effect; nearly all actives have a fitted effect of over 55% in size
# Target sequence (P14618 whole entry, looked up, canonical isoform): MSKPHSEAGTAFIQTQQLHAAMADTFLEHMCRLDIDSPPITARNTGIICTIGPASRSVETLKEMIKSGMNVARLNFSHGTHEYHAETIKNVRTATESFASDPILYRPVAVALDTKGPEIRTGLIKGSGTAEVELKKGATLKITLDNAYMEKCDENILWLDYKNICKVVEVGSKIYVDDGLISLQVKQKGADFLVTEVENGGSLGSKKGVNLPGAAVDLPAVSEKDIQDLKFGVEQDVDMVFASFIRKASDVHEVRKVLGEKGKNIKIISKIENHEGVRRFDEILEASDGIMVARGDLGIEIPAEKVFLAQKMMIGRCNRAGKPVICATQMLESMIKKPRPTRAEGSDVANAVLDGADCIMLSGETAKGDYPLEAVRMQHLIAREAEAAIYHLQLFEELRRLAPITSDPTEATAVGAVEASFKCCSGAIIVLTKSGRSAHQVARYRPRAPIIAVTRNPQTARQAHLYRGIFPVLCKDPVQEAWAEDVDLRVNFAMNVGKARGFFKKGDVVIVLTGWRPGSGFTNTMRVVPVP
#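 Purified hPK-M2 (>95% pure) converted ADP (0.1 mM final) to ATP with 0.5 mM PEP in 50 mM imidazole pH7.2, KCl, MgCl2, Tween 20, BSA; 1 h at room temperature. ATP detected by Kinase-Glo luminescence.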
# FLuc modulator = qHTS profiling assay for firefly luciferase inhibitor/activator using purifed enzyme and Km concentrations of substrates (counterscreen for miR-21 project) | purified FLuc, Km substrates, luminescence inhibition | Potency, µM (doses to about 57.5 µM), inactives show at the highest dose activity change, negative = inhibition, actives largely listed as inhibitors | 6.9% of 360,000 active | Luciferin 4-monooxygenase (Photinus pyralis), P08659 | AID 588342, 2011;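 also: potency is read from the fitted curve at half-maximal effect; plate controls were vehicle for no effect and reference inhibitor for full effect; nearly all actives have a fitted effect of over 55% in size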
# Target sequence (P08659 whole entry, looked up): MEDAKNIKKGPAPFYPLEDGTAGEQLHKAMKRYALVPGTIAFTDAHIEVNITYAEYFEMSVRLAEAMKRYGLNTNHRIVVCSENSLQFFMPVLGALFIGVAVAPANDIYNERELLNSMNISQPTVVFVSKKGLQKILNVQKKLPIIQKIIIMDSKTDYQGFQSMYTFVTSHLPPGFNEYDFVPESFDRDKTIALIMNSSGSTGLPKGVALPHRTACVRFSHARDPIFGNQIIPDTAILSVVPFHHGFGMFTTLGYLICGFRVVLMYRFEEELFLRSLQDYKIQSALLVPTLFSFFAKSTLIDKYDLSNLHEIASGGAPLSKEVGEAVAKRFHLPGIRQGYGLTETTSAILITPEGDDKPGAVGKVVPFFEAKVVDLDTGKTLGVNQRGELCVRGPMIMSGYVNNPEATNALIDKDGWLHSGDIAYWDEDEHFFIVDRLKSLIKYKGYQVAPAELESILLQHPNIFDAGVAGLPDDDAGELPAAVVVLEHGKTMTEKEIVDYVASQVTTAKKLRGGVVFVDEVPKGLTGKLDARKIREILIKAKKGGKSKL
#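 Purified P. pyralis luciferase (10nM final) with 10uM D-luciferin and 10uM ATP (Km levels) in 50mM Tris acetate pH 7.5, 10mM Mg acetate, 0.01% Tween-20, 0.05% BSA; qHTS 6-point titration, ~60 µM downward; luminescence read.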
# MBNL1 CUG block = qHTS Assay for Inhibitors of MBNL1-poly(CUG) RNA binding. TR-FRET MBNL1-His/biotin-(CUG)12 binding, 665/545 ratio. 0.036% of 280,000 active. Muscleblind-like protein 1 (Homo sapiens), Q9NR56. Potency, µM (series often up to 57.5 µM), inactives show at the top dose activity change, negative = inhibition, hits mostly inhibitors; active = well fitted inhibition curve with a large enough effect in the signal ratio, with a control signal flat, not every such curve was filed as active; inconclusive = small, poorly fitted or top-dose-only effect, or effect the other way, or a change in a side signal; inactive = no such curve, though single readings can be large or run the other way; the % refers to the signal ratio; also: potency is read from the fitted curve at half-maximal effect; % is scaled to controls: 0 for no effect and ±100 for the full control effect
#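 Compound titration spanned 92 nM–58 uM against the MBNL1-His/biotin-(CUG)12 complex. After 60 min at room temperature with 5 nM streptavidin-XL665 and 0.055 ng/ul terbium anti-His, ratiometric 665/545 nm emission (Ex 340 nm) normalized to controls.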
# Menin-MLL TR inh = qHTS Assay for Inhibitors Targeting the Menin-MLL Interaction in MLL Related Leukemias: Competition With Texas Red Labeled MLL-derived Mutant Peptide; Menin + Texas Red MLL mutant peptide, fluorescence polarization; Potency, µM (top dose mostly 61.6 µM), inactives show top-dose FP activity change, negative = inhibition, actives largely listed as inhibitors; 0.23% of 270,000 active; AID 1768, 2009; active = well fitted inhibition curve with a large enough effect in the polarisation, with a control signal flat, not every such curve was filed as active; inconclusive = small, poorly fitted or top-dose-only effect, or effect the other way, or a change in a side signal; inactive = no such curve, though single readings can be large or run the other way; the % refers to the polarisation; also: potency is read from the fitted curve at half-maximal effect; % of control where 0% means no effect; many of its hits are not listed in these tables
# Gal4-VP16 FLuc = VP16 counterscreen qHTS for inhibitors of ROR gamma transcriptional activity | Drosophila S2 Gal4-VP16 UAS-luciferase, luminescence, 20 h | Potency, µM (highest dose often 53.6 µM), for the others: at the top dose activity, negative = inhibition, hits mostly inhibitors | 3.5% of 310,000 active;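 also: Gal4-VP16 expression switched on by copper sulfate through the metallothionein promoter; potency is read from the fitted curve at half-maximal effect; % is scaled to controls: 0 for no effect and ±100 for the full control effect; nearly all actives have a fitted effect of over 50% in size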
# ELG1 repair inh = qHTS screen for small molecules that inhibit ELG1-dependent DNA repair in human embryonic kidney (HEK293T) cells expressing luciferase-tagged ELG1. HEK293T ELG1-luciferase reporter, luminescence, 16 h; DNA damage induced by 5-fluorouridine. 2.3% of 330,000 active. AID 504467, 2011. Potency, µM (series often up to 46.1 µM), without a hit: at the highest dose activity change, negative = inhibition, most hits filed as inhibitors; also: potency is read from the fitted curve at half-maximal effect; % is scaled to controls: 0 for no effect and ±100 for the full control effect; nearly all actives have a fitted effect of over 55% in size
#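 Cells (2,000 per well) received 5-fluorouridine plus test compound or DMSO and were incubated 16 hr at 37 °C, 5% CO2. Luciferase activity was read by luminescence 30 min after ONE-Glo addition; signal suppression marked inhibition of damage-induced ELG1 function.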
# * marks the source's active call; other numbers are inactive results; ? = inconclusive; . = not tested or not shown; [ ] = dose if it differs, or a comment. Unless noted, calls follow the shape of the dose curve; as a rule, active = well fitted curve in the direction sought with a large enough effect; inconclusive = small, poorly fitted or top-dose-only effect, or another doubt; inactive = no such curve, though single readings can be large; an effect the other way counts as inactive or inconclusive.
SMILES,KCNH2 3.1 block,RORgamma inh,Rab9 promoter act,NPC1 prom act,Mito fusion act,PKM2 activator,FLuc modulator,MBNL1 CUG block,Menin-MLL TR inh,Gal4-VP16 FLuc,ELG1 repair inh
COC(=O)c1ccc(Oc2nc(C(N)=O)cc(-c3ccccc3)n2)cc1,1,0%,-3%,2%,5%,-2%,1%,-7%,15%,-4%,-14%
Cc1nc(SCc2ccccc2)c(C(F)(F)F)c(=O)[nH]1,-11,5%,0%,0%,5%,0%,-2%,2%,-8%,-2%,15%
CCCCCCC(=O)Nc1nc(C)c(-c2csc(Nc3cc(Cl)ccc3OC)n2)s1,-2,-5%,-2%,-5%,-4%,-2%,3%,26%,?,0%,-6%
COc1ccc(-c2nnc(CSc3ncnc4sc5c(c34)CCC5)o2)cc1OC,7,9%,-3%,-2%,-4%,4%,11%,4%,4%,-4%,0%
Nc1ncc(-c2cc3ccccc3oc2=O)s1,0,23%,1.1µM*,2.5µM*,-1%,-25%,6µM*,?,-3%,-1%,?
CN(C)c1ccc(NC(=O)c2cccc([N+](=O)[O-])c2)c2ccccc12,25,38%,8%,15%,2%,1%,-2%,?,-1%,2%,?
CCn1cc(SCC(=O)NCC2CCCO2)c2ccccc21 (stereo not given),0,5%,0%,0%,-9%,-9%,-9%,-12%,.,24%,8%
Cc1ccc2nc(-c3ccccn3)cc(C(=O)NC3CCN(C)CC3)c2c1,.,-31%,0%,-3%,-11%,2%,5%,3%,-11%,3%,?
COc1ccc(C(=O)c2ccc(N3CCN(C4CC(=O)NC4=O)CC3)cc2)cc1F (stereo not given),-1,35%,10%,5%,0%,-1%,-5%,?,4%,-10%,-28%
COc1ccc(CNC(=O)CN(Cc2ccc(C)cc2)S(=O)(=O)c2ccc(Cl)cc2)cc1,-6,11%,-1%,0%,-1%,4%,0%,-6%,0%,-1%,?
COCC(=O)N1CCCC(C(=O)c2ccc3c4c(cccc24)CC3)C1 (stereo not given),-10,23%,6%,1%,-2%,8%,-16%,?,?,-1%,0%
O=C(CSC1CS(=O)(=O)c2cc([N+](=O)[O-])ccc21)NNC(=O)c1ccc(Cl)cc1 (stereo not given),1,?,1%,-6%,-11%,-2%,-4%,?,.,?,13%
O=C(NCCCN1CCOCC1)C1CCN(S(=O)(=O)c2ccccc2)CC1,-14,.,-5%,-5%,-2%,.,-1%,.,.,.,5%
Cc1cc(C)nc(NC(=O)/C=C/c2ccc3c(c2)OCO3)c1,11,17%,2.5µM*,3.2µM*,0%,0%,2.1µM*,.,5%,?,?
CCOC(=O)Cn1cnc2c(nnn2-c2ccc(C)cc2)c1=O,-12,-2%,4%,-3%,4%,3%,-14%,0%,14%,-1%,5%
CCC(=O)N1c2ccccc2NC2=C(C(=O)CC(C)(C)C2)C1c1cccnc1 (stereo not given),17,13%,0%,-1%,-8%,7%,-1%,-6%,-14%,5%,10%
O=S(=O)(CCc1ccccc1)/N=C/c1cccs1,-8,-8%,-5%,-1%,4%,1%,3%,1%,0%,3%,6%
O=C(O)c1ccccc1C(=O)OCc1c(-c2ccccc2)ncc2ccccc12,9,.,1%,-2%,2%,.,-18%,.,.,.,-5%
CCOC(=O)C1CCN(C(=O)C2CCCN(c3ncnc4c3nc3n4CCCCC3)C2)CC1 (stereo not given),37,1%,3%,-9%,0%,.,0%,-2%,.,1%,-9%
COc1cccc(NC(=O)CSc2nnc(-c3cc(C)n(-c4ccccc4)c3C)o2)c1,-2,10µM*,19%,21%,7%,?,12µM*,2%,-11%,11µM*,?
CN(C)S(=O)(=O)c1cccc(NC(=O)c2cccc(S(=O)(=O)N3CCCCC3)c2)c1,-1,.,-8%,-5%,-1%,.,-1%,.,.,.,?
O=C(N1CCCCC1)C1(S(=O)(=O)c2ccccc2)CC=CC1,-13,-17%,2%,3%,0%,-2%,?,-6%,-5%,?,22%
Cc1c(NC(=O)COC(=O)c2ccc[nH]c2=O)c(=O)n(-c2ccccc2)n1C,1,-3%,-3%,-2%,-4%,0%,-1%,-8%,-1%,-9%,-4%
Cc1ccc(S(=O)(=O)N2CCCC2C(=O)N(C)Cc2cccs2)cc1 (stereo not given),-20,26%,-4%,0%,5%,-2%,3%,?,1%,-2%,?
O=C1c2cccc3cccc(c23)C(=O)N1c1cccnc1,-8,-26%,0%,-4%,-7%,-4%,-3%,?,3%,3%,1%
# New compounds follow.
SMILES,KCNH2 3.1 block,RORgamma inh,Rab9 promoter act,NPC1 prom act,Mito fusion act,PKM2 activator,FLuc modulator,MBNL1 CUG block,Menin-MLL TR inh,Gal4-VP16 FLuc,ELG1 repair inh
CCS(=O)(=O)c1ccc(-c2cccc(NC(=O)c3ccco3)c2)nn1,-15,.,2%,-1%,-2%,.,-13%,.,.,.,-2%
CCCN(C(=O)CCNC(=O)c1ccc(Cl)cc1)c1c(N)n(Cc2ccccc2)c(=O)[nH]c1=O,-1,.,-1%,2%,-4%,.,5%,.,.,.,10%
COc1ccc(S(=O)(=O)N2CCCCCC2)cc1C(=O)OCC(=O)NC(C)(C)C,3,25%,0%,-9%,-1%,-10%,-3%,-9%,-12%,4%,?
Cc1nn(CCC(=O)O)c(C)c1C,-1,-9%,-3%,0%,0%,-6%,4%,-3%,.,-6%,3%
CCN(Cc1ccccc1)C(=O)CC1Oc2ccccc2NC1=O (stereo not given),-6,-1%,-5%,-2%,1%,2%,-3%,-1%,5%,0%,3%
C=CCn1c(N)c(C(=O)Nc2ccccc2OC)sc1=S,0,-4%,25%,-3%,8%,-15%,?,?,?,5%,8%
NC(=O)NCCCC(=O)NCC(c1ccccc1Cl)c1c[nH]c2ccccc12 (stereo not given),-2,1%,7%,-1%,3%,.,1%,1%,-24%,4%,3%
Cc1ccc(C(=O)N/N=C\c2ccc([N+](=O)[O-])o2)cn1,23,?,0%,-2%,-9%,-6%,-3%,.,.,?,?
CCOc1cc(CNc2ncnc3nc[nH]c23)ccc1OC,-3,?,-7%,-1%,0%,-5%,-1%,?,3%,-22%,7%
CC(C)(C)c1ccc(C(=O)COC(=O)CN2C(=O)NC3(CCCC3)C2=O)cc1,-14,?,0%,-3%,-7%,-1%,8.5µM*,-6%,.,-24%,10%
CCNC(=O)C/C(C)=N/NC(=O)C1CCCCC1,-1,11µM*,-7%,-4%,-8%,-2%,1%,.,-2%,?,16%
COc1ccc(N2C(=O)N3[C@H](c4ccc(Cl)cc4)[C@@H]4C(=O)N(C5CCCCC5)C(=O)[C@@H]4[C@]3(C)C2=O)cc1,3,31%,-7%,-7%,5%,-15%,-4%,1%,43%[activator],-7%,5%
COc1ccc(/C=N/NC(=O)Cc2ccc(Cl)cc2)cc1OC,-6,17%,-1%,1%,-12%,0%,-16%,7%,1%,6%,-2%
O=C(Nc1ccccn1)c1ccc(Br)s1,-9,37%[1.91 µM],4µM*,1.8µM*,1%,-12%,11µM*,2%,6%,2%,?
Cc1ccc2c(c1)C1CN(C)CCC1N2S(=O)(=O)c1ccc(Oc2ccc([N+](=O)[O-])cc2)cc1 (stereo not given),?,?,-2%,-3%,-19%,-8%,3%,?,-16%,?,-5%
N#C/C(=N\Nc1cccc(C(F)(F)F)c1)C(=O)c1ccsc1,10,?,3%,26%,?,10%,?,14%,.,?,?
CCn1cc(C(C)(C)C)c(C#N)c1NC(C)=O,20,28%,-5%,3%,2%,-1%,-1%,-2%,-2%,20%,-3%
O=C(O)/C=C/C(=O)NC1CC1,0,-11%,0%,0%,0%,-1%,-2%,-13%,0%,-1%,8%

# Screens: PubChem, National Center for Advancing Translational Sciences (NCATS)

# Only part of the results is shown. The share of hits here may be higher or lower than overall.
